uPA generation – qHTS for Inhibitors of Cell Surface uPA Generation | cell surface uPA generation assay, qHTS | Potency, µM (highest dose often 38.3 µM), for inactives: top-dose activity change, negative = inhibition, most hits filed as inhibitors | actives 0.31% (n = 330,000); active = well fitted inhibition curve with a large enough effect; inconclusive = small, poorly fitted or top-dose-only effect; inactive = no such curve, though single readings can be large or run the other way; tested in mouse RAW 264.7 cells; note: % is set by controls: 0 for no effect and ±100 for the full control effect; nearly all actives have a fitted effect of over 55% in size
ELG1 genotoxic – qHTS screen for small molecules that induce genotoxicity in human embryonic kidney (HEK293T) cells expressing luciferase-tagged ELG1; AID 504466, 2011; Potency, µM (highest dose often 46 µM), for the others: at the top dose activity change, positive = activation, most hits filed as activators; HEK293T ELG1-luciferase reporter, luminescence, 16 h; actives 1.3% (n = 330,000); note: % of control where 0% means no effect; nearly all actives have a fitted effect of over 60% in size
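Screening used a luciferase reporter fused to human ELG1 in HEK293T cells. Luminescence was read on a CCD plate imager after 16 hr exposure and 30 min ONE-Glo incubation.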
MBNL1-CUG inh – qHTS Assay for Inhibitors of MBNL1-poly(CUG) RNA binding; TR-FRET MBNL1-His/biotin-(CUG)12 binding, 665/545 ratio; Potency, µM (titrated, usually from 57.5 µM), for inactives: at the top dose activity change, negative = inhibition, hits mostly inhibitors; Muscleblind-like protein 1 (Homo sapiens), Q9NR56; actives 0.036% (n = 280,000); active = well fitted inhibition curve with a large enough effect in the signal ratio, with a control signal flat, not every such curve was filed as active; inconclusive = small, poorly fitted or top-dose-only effect, or effect the other way, or a change in a side signal; inactive = no such curve, though single readings can be large or run the other way; the % refers to the signal ratio; note: % is set by controls: 0 for no effect and ±100 for the full control effect
Target sequence (Q9NR56 whole entry, looked up): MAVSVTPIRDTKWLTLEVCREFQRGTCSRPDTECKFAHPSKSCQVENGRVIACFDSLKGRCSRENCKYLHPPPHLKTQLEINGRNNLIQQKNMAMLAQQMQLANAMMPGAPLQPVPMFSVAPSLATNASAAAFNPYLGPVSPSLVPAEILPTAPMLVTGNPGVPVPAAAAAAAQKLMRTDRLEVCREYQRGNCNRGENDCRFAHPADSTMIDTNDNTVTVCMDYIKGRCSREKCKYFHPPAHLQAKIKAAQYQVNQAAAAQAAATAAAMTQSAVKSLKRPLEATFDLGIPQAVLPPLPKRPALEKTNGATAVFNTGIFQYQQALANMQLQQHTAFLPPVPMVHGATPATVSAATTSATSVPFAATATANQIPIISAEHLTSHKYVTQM
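MBNL1-His + Biotin-(CUG)12, cpd titration 92 nM–58 uM; Tb anti-His Ab 0.055 ng/ul, SA-XL665 5 nM (final); 60 min RT; ratiometric 665/545 nm, Ex 340 nm; normalized to buffer and full-complex controls.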
FLuc counter – qHTS profiling assay for firefly luciferase inhibitor/activator using purifed enzyme and Km concentrations of substrates (counterscreen for miR-21 project). purified FLuc, Km substrates, luminescence inhibition. Luciferin 4-monooxygenase (Photinus pyralis), P08659. Potency, µM (highest dose often 57.5 µM), inactives show at the top dose activity change, negative = inhibition, actives largely listed as inhibitors. actives 6.9% (n = 360,000). AID 588342, 2011;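 note: plate controls were vehicle for no effect and reference inhibitor for full effect; nearly all actives have a fitted effect of over 55% in size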
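Biochemical qHTS of compounds, final roughly 60 µM downward over six points, against 10 nM purified firefly luciferase using Km concentrations of substrates (10 uM D-luciferin, 10 uM ATP) in Tris acetate pH 7.5 buffer; luminescence output.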
Gal4-VP16 FLuc – VP16 counterscreen qHTS for inhibitors of ROR gamma transcriptional activity | Drosophila S2 Gal4-VP16 UAS-luciferase, luminescence, 20 h | Potency, µM (series often up to 53.6 µM), inactives show at the top dose activity, negative = inhibition, usual class: inhibitors | actives 3.5% (n = 310,000);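 note: Gal4-VP16 expression switched on by copper sulfate through the metallothionein promoter; % is set by controls: 0 for no effect and ±100 for the full control effect; nearly all actives have a fitted effect of over 50% in size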
p53 reactivator – qHTS assay for re-activators of p53 using a Luc reporter | H1299 p53-A138V BP100-luciferase reporter, luminescence, 24 h | actives 0.063% (n = 320,000) | Potency, µM (series often up to 92.2 µM), for inactives: top-dose activity change, positive = activation, actives largely listed as activators | AID 504706, 2011; note: % of control where 0% means no effect; nearly all actives have a fitted effect of over 45% in size
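p53-null H1299 cells stably carrying temperature-sensitive p53-A138V and a BP100-luciferase reporter were pinned with compounds (4-point, 1:5 series) and held 24 hrs at 37 deg C. Luminescence was read 10 min after detection reagent.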
RORgamma inh – qHTS for inhibitors of ROR gamma transcriptional activity | Nuclear receptor ROR-gamma (Mus musculus), P51450 | Drosophila S2 Gal4-RORgamma UAS-luciferase reporter, 20 h | Potency, µM (titrated, usually from 53.6 µM), for the others: top-dose activity change, negative = inhibition, actives largely listed as inhibitors | actives 5.4% (n = 310,000) | AID 2551, 2010; note: % is set by controls: 0 for no effect and ±100 for the full control effect; nearly all actives have a fitted effect of over 60% in size
Target sequence (P51450 whole entry, looked up, the tested form may be a part): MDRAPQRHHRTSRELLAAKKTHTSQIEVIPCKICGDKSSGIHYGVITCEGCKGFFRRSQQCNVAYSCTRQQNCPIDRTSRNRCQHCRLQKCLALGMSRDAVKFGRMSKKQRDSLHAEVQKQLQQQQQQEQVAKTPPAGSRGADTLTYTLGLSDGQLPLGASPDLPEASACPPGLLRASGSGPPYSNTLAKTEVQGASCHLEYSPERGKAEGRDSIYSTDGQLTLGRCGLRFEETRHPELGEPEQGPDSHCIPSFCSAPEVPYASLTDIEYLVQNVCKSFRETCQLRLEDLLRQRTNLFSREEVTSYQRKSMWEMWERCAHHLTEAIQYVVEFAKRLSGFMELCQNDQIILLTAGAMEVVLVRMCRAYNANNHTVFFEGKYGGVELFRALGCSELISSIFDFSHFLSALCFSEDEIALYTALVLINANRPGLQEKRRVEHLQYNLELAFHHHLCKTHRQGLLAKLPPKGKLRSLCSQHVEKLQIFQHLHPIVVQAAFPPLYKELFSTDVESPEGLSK
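Drosophila Schneider cells stably carrying a metallothionein-driven Gal4 DBD–ROR gamma fusion and a UAS-Photinus luciferase reporter were exposed to compound for 1 hr, then induced with copper sulfate (700 uM final) for 20 hr at ambient temperature before luminescence reading.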
BRCA1 expr act – qHTS Assay to Identify Small Molecule Activators of BRCA1 Expression. Potency, µM (titrated, usually from 46.1 µM), inactives show top-dose activation, most hits filed as activators. actives 1.1% (n = 380,000). MCF7-BRCA1-FFLuc reporter, luminescence, 48 h; response scale: scaled: vehicle 0%, 10 µM genistein 100%; note: nearly all actives have a fitted effect of over 80% in size; some results filed as inactive show a strong effect at the top dose
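Activators of BRCA1 expression were detected as increased firefly luciferase luminescence in engineered MCF7 cells after 48 h compound incubation. Signals were scaled to genistein 10 microM as full activation.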
NPC1 prom act – qHTS Assay for NPC1 Promoter Activators; Huh7 NPC1 promoter luciferase reporter, 24 h; Potency, µM (top dose mostly 9.22 µM), inactives show at the highest dose activation, most hits filed as activators; actives 2.4% (n = 320,000); AID 485313, 2010;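 note: % of control where 0% means no effect; nearly all actives have a fitted effect of over 60% in size; reporter is driven by a mutant NPC1 promoter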
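Huh7 reporter cells (NPC1 promoter driving luciferase) are dosed with compound for 24 h at 37 °C, 5% CO2; luciferase detection reagent is then added and luminescence measured after 10 min at ambient temperature.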
Rab9 prom act – qHTS Assay for Rab9 Promoter Activators | Potency, µM (doses to about 9.22 µM), without a hit: at the top dose activation, negative = inhibition, usual class: activators | Huh7 Rab9 promoter-luciferase reporter, luminescence, 24 h | AID 485297, 2010 | actives 2.8% (n = 320,000); note: % of control where 0% means no effect; nearly all actives have a fitted effect of over 60% in size
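Quantitative HTS format; Huh7 Rab9-luciferase reporter cells (1500/well) receive compound 2 h post-plating, incubate 24 h at 37 °C, then get luciferase reagent for 10 min before luminescence reading.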
An asterisk follows results filed as active; u = inconclusive; x = no result given; [ ] = another dose, or the depositor's remark. Unless noted, calls come from the whole dose curve; as a rule, active = well fitted curve in the direction sought with a large enough effect; inconclusive = small, poorly fitted or top-dose-only effect, or another doubt; inactive = no such curve, though single readings can be large; an effect the other way counts as inactive or inconclusive. Potency is the fitted concentration of half-maximal effect.

A first look, 2 compounds:
SMILES	uPA generation	ELG1 genotoxic	MBNL1-CUG inh	FLuc counter	Gal4-VP16 FLuc	p53 reactivator	RORgamma inh	BRCA1 expr act	NPC1 prom act	Rab9 prom act
CC(Oc1ccc(F)cc1)c1nnc(SCC(=O)N(c2ccccc2)C2CCS(=O)(=O)C2)o1 (stereo unspecified)	-7.1%	-7.2%	x	3.3%	x	1.2%	x	-21.9%	-10.6%	-1.7%
COc1cccc(/C=C2\SC(=S)N(CCCC(=O)N3CCCCC3)C2=O)c1	u	-4.7%	0.7%	u	12.6µM*	-3.2%	4.47µM*	-26.9%	-24.0%	-13.9%

All compounds of this part, repeating the preview:
SMILES	uPA generation	ELG1 genotoxic	MBNL1-CUG inh	FLuc counter	Gal4-VP16 FLuc	p53 reactivator	RORgamma inh	BRCA1 expr act	NPC1 prom act	Rab9 prom act
CC(Oc1ccc(F)cc1)c1nnc(SCC(=O)N(c2ccccc2)C2CCS(=O)(=O)C2)o1 (stereo unspecified)	-7.1%	-7.2%	x	3.3%	x	1.2%	x	-21.9%	-10.6%	-1.7%
COc1cccc(/C=C2\SC(=S)N(CCCC(=O)N3CCCCC3)C2=O)c1	u	-4.7%	0.7%	u	12.6µM*	-3.2%	4.47µM*	-26.9%	-24.0%	-13.9%
COc1cccc(C2=NOC(C(=O)N3CCN(Cc4ccccc4)CC3)C2)c1OC (stereo unspecified)	-1.3%	-6.6%	-24.9%	1.6%	-2.1%	-13.4%	11.1%	-13.4%	-4.2%	-5.4%
NC(=O)NC(=O)COC(=O)CCCSc1nc2ccccc2s1	3.0%	-3.1%	x	-18.9%	8.91µM*	-9.5%	11.2µM*	-23.4%	-1.2%	-3.5%
CN1C(=O)N(C)c2ccc(C=O)c3cccc1c23	-15.4%	-1.5%	15.1%	-0.1%	-6.0%	0.0%	-7.2%	19.8%	-3.5%	1.0%
COc1ccc(OC)c(C(=O)C2COC(=O)C2)c1 (stereo unspecified)	-0.2%	0.0%	8.8%	2.0%	u	u	u	-17.6%	-3.2%	-1.5%
CC(NC(=O)c1ccccc1NC(=O)CSc1nnnn1C)c1ccccc1 (stereo unspecified)	3.3%	-0.7%	-0.1%	-0.5%	-7.7%	-1.1%	-21.7%	-11.6%	2.8%	-3.5%
O=C(NCc1cccs1)c1cnc2sccn2c1=O	-8.2%	12.0%	u	3.0%	1.4%	1.2%	42.4%	37.1%	-0.5%	-0.7%
CC12CCC(C/C1=N\N=C1\NC(=O)/C(=C\c3ccc(Cl)cc3)S1)C2(C)C (stereo unspecified)	1.8%	11.6%	-1.8%	6.01µM*	10µM*	u	u	-47.7%	7.7%	15.8%
COC(=O)c1[nH]c2ccc(C)cc2c1NC(=O)Nc1ccc(OC)cc1	-0.3%	u	-2.2%	-9.4%	-8.2%	u	u	25.7%	7.5%	6.0%
O=C(O)C1CCN(C(=O)CCc2ccccc2)CC1	1.2%	0.7%	-8.7%	-1.6%	-4.5%	0.9%	-1.5%	4.1%	-3.8%	11.5%
O=C(COC(=O)CNC(=O)c1ccc(Cl)cc1Cl)NC1CC1	1.3%	-0.5%	x	x	x	u	x	1.3%	x	x
Cc1ccccc1Cn1c(=N)n(CC(=O)c2ccc([N+](=O)[O-])cc2)c2ccccc21	-3.2%	14.8%	x	3.3%	-1.8%	-11.2%	-21.1%	-39.5%	-3.2%	-7.9%
CC(NC(=O)OCc1ccccc1)C(=O)NCC(=O)NC(Cc1ccc(OC(C)(C)C)cc1)C(=O)OC(C)(C)C (stereo unspecified)	-2.5%	-3.0%	x	0.9%	-15.2%	-6.4%	108.1%	-34.4%	-5.1%	-4.0%
Cc1cc(C)nc(SCc2ccc(C(=O)NN=C3CCCC3)cc2)n1	4.7%	0.5%	16.4%	7.3%	-3.5%	-4.3%	-37.9%	-18.3%	-7.0%	-6.7%
CCN(CC)CCSc1nc(O)c(-c2ccccc2)c(=O)n1-c1ccccc1	-0.4%	-2.5%	-4.7%	-1.8%	-2.1%	-0.6%	-2.4%	1.2%	-3.5%	1.2%
COc1ccccc1CNC(=O)CNC(=O)c1ccc(Br)o1	3.6%	0.1%	-5.2%	-0.2%	0.4%	-5.9%	11.4%	-11.7%	-2.0%	5.4%
COc1ccc(C(=O)Nc2cccc(-c3csc(C)n3)c2)cc1S(=O)(=O)N1CCCC1	-5.1%	-4.7%	x	u	x	-1.9%	x	-56.0%	1.5%	1.1%
O=C(CN1C(=O)NC2(CCCC2)C1=O)N1CCN(S(=O)(=O)c2ccc(Cl)c(C(F)(F)F)c2)CC1	0.6%	-1.9%	x	3.9%	x	3.1%	x	-24.5%	-1.4%	-0.7%
O=C(COC(=O)c1cc(=O)[nH]c(=O)[nH]1)NCc1ccccc1	5.5%	3.0%	4.0%	0.6%	-4.6%	9.1%	-13.3%	-21.6%	-2.4%	1.8%
CCCn1cccc(C(=O)Nc2ccc(OC)cc2)c1=O	-3.5%	3.0%	-5.8%	u	-16.0%	-3.8%	-1.5%	30.9%	u	u
N/C(=N\OC(=O)Nc1ccc(Cl)c(Cl)c1)c1ncc(C(F)(F)F)cc1Cl	0.5%	4.9%	-5.9%	-1.4%	6.0%	-1.4%	7.9%	-4.3%	1.7%	-5.3%
O=C(CCc1cccc(Cl)c1)NC1CCCN(Cc2ccccc2F)C1 (stereo unspecified)	-10.4%	-4.7%	-8.3%	0.7%	-1.0%	0.4%	-27.2%	-19.4%	u	-5.0%
CC1=C/C(=N\N=C2\NC(=O)C(CC(=O)Nc3ccccc3)S2)CC(C)(C)C1 (stereo unspecified)	-9.0%	-6.8%	5.2%	1.5%	u	-4.2%	1.58µM*	-5.1%	-2.2%	1.3%
O=C1c2ccccc2C(Nc2ccc3c(c2)OCO3)N1Cc1ccco1 (stereo unspecified)	-10.8%	-0.7%	-2.6%	-14.0%	-8.2%	11.4%	u	1.0%	-2.2%	-2.5%
CS(=O)(=O)Nc1ccc(C(=O)Nc2ccc(S(=O)(=O)N3CCCCC3)cc2)cc1	0.1%	-5.6%	-9.2%	-9.2%	1.4%	3.6%	31.0%	-25.7%	2.1%	1.8%
Cc1cc(C)c([N+](=O)[O-])cc1-c1ccc(/C=N/c2c(-c3ccco3)nc3ccccn23)o1	5.6%	13.7%	u	u	-0.3%	0.8%	-12.9%	37.8%	u	u
CCOC(=O)c1ccc(NC(=O)c2cc3c(C)nn(-c4ccccc4Cl)c3s2)s1	-7.4%	2.9%	x	3.5%	-11.2%	-4.9%	-22.8%	-20.6%	-4.1%	-3.1%
COc1ccc(S(=O)(=O)N2CCN(C(=O)Cc3cccs3)CC2)cc1	7.6%	0.0%	-10.4%	0.4%	-1.6%	-16.4%	20.1%	14.6%	-9.1%	-4.1%
Cc1ccc2c(Cl)cc(Cl)c(OCC(=O)Nc3ccc(C)c(S(=O)(=O)N(C)C)c3)c2n1	x	-5.8%	12.8%	-1.4%	7.08µM*	-1.7%	7.08µM*	x	-0.1%	-7.8%
COc1ccc(C(=O)COC(=O)CCC(=O)Nc2ccc(C(C)=O)cc2)cc1	u	u	2.8%	u	-7.1%	u	-0.4%	u	26.7%	26.5%
Cc1ccc(N(Cc2ccccc2)C(=O)c2cc(S(=O)(=O)N3CCOCC3)ccc2Cl)cc1	1.7%	u	x	u	x	-5.2%	x	-41.6%	-3.6%	-4.1%
Cc1ccc(C(C)C)c(OCC(=O)OCC(=O)NC2CCS(=O)(=O)C2)c1 (stereo unspecified)	2.6%	-0.9%	x	4.5%	x	-2.8%	x	4.8%	-2.6%	-1.7%
CCOC(=O)C(CCCOc1cccc(CC)c1)C(=O)OCC	5.4%	-2.3%	8.6%	2.4%	6.0%	-0.5%	-5.8%	-4.9%	1.2%	1.4%
O=C(COc1ccccc1Br)NC1CC1	-3.7%	u	-0.6%	-16.6%	17.8%	-2.8%	-1.6%	67.2%	11.9%	4.1%[1.84 µM]
CCOC(=O)CSc1nc(C)cc(Oc2ccc(=O)n(C)n2)n1	12.1%	-0.4%	-7.5%	7.2%	-1.9%	4.8%	14.7%	60.7%	0.5%	-4.1%
CCC(=O)N1CCC(NC(=O)Nc2ccc(OC(F)(F)F)cc2)CC1	-1.9%	-1.4%	x	3.5%	x	-12.6%	x	25.8%	-3.2%	1.8%
Cc1c(C)c2ccc(OC(C)C(=O)N3CC[C@@]4(O)CCCC[C@H]4C3)cc2oc1=O (stereo partly specified)	-6.0%	12.4%	20.4%	-0.5%	-17.6%	x	-27.0%	-10.4%	-0.6%	-6.0%
CCCCn1c(O)c(/C=C/C=C/C=Nc2ccccc2)sc1=S	1.4%	4.9%	12.5%	10.7µM*	u	6.7%	12.7%	20.0%	-13.2%	1.0%
COc1cccc(-n2nnc3c(=O)n(CC(=O)Nc4ccccc4C)cnc32)c1	11.2%	u	-2.0%	0.1%	3.2%	0.3%	8.1%	-20.1%	-2.3%	-3.6%
